KCNH2 3.1 inh: KCNH2 3.1 (human) potassium channel inhibition; 0.95% of 340,000 active; AID 720553; activity change, % (tested at about 1.8 µM); U2OS KCNH2 3.1, thallium flux FluxOr; stronger effect = lower value;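 active means maximum activity change below -70%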;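 further: thallium influx rate constant from kinetic fluorescence after stimulation buffer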
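FluxOr-based Tl+ influx in U2OS cells transduced with KCNH2 3.1 virus; rate constants normalized to DMSO controls.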
An asterisk follows results filed as active. On the % scale 0 is the no-effect control and ±100 the full control effect. A portion of the library (hit frequency here may not be typical).

SMILES	KCNH2 3.1 inh
COc1ccc(C(C)=NNS(=O)(=O)c2ccc(C)cc2)cc1OC	1
COc1cc2c(cc1OC)C(O)=CC(=O)C2=O	5
NC(=S)NN=Cc1ccc(OC(=O)COc2cc(Cl)c(Cl)cc2Cl)cn1	-1
CC(NC(=O)C1CCCN1C(=O)c1cccs1)c1ccc(Cl)cc1Cl (centres undefined)	0
COc1cccc(N2CCN(C(=O)c3cccc(S(=O)(=O)N4CCCC4)c3)CC2)c1	0
Cc1csc(=O)n1CCC(=O)OCC(=O)NCc1ccccc1	12
CC1=C(C(=O)N(C)C)CC(CC(=O)NC2CC2)C(=O)N1Cc1ccc(C(C)(C)C)cc1 (centres undefined)	0
C[C@H]1CN([C@@H](C)CO)S(=O)(=O)c2ccc(Br)cc2O[C@H]1CN(C)C(=O)Nc1ccccc1F	-3
CCCCCCN1C[C@@H](O)[C@H](n2cc(C3CC3)nn2)C[C@@H]1c1ccccc1	-2
COc1cc(/C=N/NC(=O)c2nnn(-c3nonc3N)c2C)ccc1OCc1ccc(Cl)cc1	-5
CSc1ccccc1C(=O)OCC(=O)NC1CC1	-2
O=C1NC(=O)C([N+](=O)[O-])=C(O)C1=O	-8
CCCCCCNC(=O)O[C@H]1Cn2c(=O)ccc(=O)n2[C@@H]2CN(S(=O)(=O)c3ccc(C)cc3)C[C@]12O	-4
O=C(NNC(=O)c1ccco1)c1ccco1	2
COc1cc2ccccc2cc1C(=O)N/N=C/c1cccs1	2
C[C@@H]1Cn2cnc(C(=O)NCC(=O)OC(C)(C)C)c2C(=O)N1	16
NC1(CO)COC(c2ccccc2)OC1 (centres undefined)	7
O=C(NCc1ccccc1F)C1CC(=O)N(Cc2ccco2)C1 (centres undefined)	7
COc1ncnc2c1ncn2CCCNCc1ccco1	20
CC(C)c1ccc(Nc2nc(N3CCOCC3)nc(N3CCOCC3)n2)cc1	-10
Cc1ccc(NC(=O)CSCC(=O)N(C)Cc2c(F)cccc2Cl)cc1	-10
CN1CCN(c2ccncc2S(=O)(=O)N2CCCC2)CC1	10
C[C@@H]1CCCCO[C@@H](CN(C)S(=O)(=O)c2ccc(F)cc2)[C@@H](C)CN([C@H](C)CO)C(=O)c2cc(N(C)C)ccc2O1	30
c1ccc(N=NC2=NN(c3ccccc3)CS2)cc1	-6
CCCCCCN1C[C@H](n2cc(-c3ccc(F)cc3)nn2)[C@@H](O)C[C@@H]1c1ccc(OC)cc1	-18

New compounds follow
SMILES	KCNH2 3.1 inh
C[C@H]1CN([C@@H](C)CO)C(=O)CCCn2nncc2CO[C@@H]1CN(C)S(=O)(=O)c1cn(C)cn1	9
O=C(Cn1sc2ccccc2c1=O)Nc1ccc(F)cc1	-23
Fc1ccc(-c2nc3c4ccccc4ccn3c2Cc2ccccc2)cc1	8
CC1=C(C(=O)N2CCOCC2)CC(CC(=O)NCC2CCCCC2)C(=O)N1CCC1=CCCCC1 (centres undefined)	11
Cc1ccccc1NC(=O)Cc1nc(COC(=O)CNC(=O)c2ccc(Cl)cc2Cl)cs1	-10
CCCC1NC(=O)c2cc3ccccc3cc2-n2c1nc1ccc(C)cc1c2=O (centres undefined)	-11
COc1ccc(C(=O)OCc2cc(=O)oc3c(C)c(C)ccc23)cc1S(=O)(=O)N1CCOCC1	6
C[C@H](CO)N1C[C@H](C)[C@@H](CN(C)S(=O)(=O)c2cn(C)cn2)Oc2ncc(Br)cc2C1=O	11
C[C@H](CO)N1C[C@H](C)[C@@H](CN(C)Cc2cccc3c2OCCCO3)OCc2cnnn2CCCC1=O	-13
CC1C(=O)N(Cc2cn(CCC3OCCO3)nn2)CCS(=O)(=O)N1Cc1ccc(-c2ccccc2)cc1 (centres undefined)	-28
COc1cccc(CSC(C(=O)O)c2ccccc2)c1 (centres undefined)	-2
CCCCn1c(N)c(N(Cc2ccccc2OC)C(=O)C(C)Oc2cccc(Cl)c2)c(=O)[nH]c1=O (centres undefined)	-4
Cc1cc(/C=N/NC(=O)c2ccoc2C)cc(C)c1O	7
COc1ccc(S(=O)(=O)N2CCCCCC2)cc1NC(=O)Cc1cccc(C(F)(F)F)c1	-15
CC(=O)NCCc1ccc(C(=O)COC(=O)c2cccs2)cc1	0
CC1(C)CC(=O)C2=C(C1)OC1=C(C(=O)CC(C)(C)C1)C2c1ccccc1Cl	5
C[C@H](CO)N1C[C@H](C)[C@@H](CN(C)C(=O)c2cc(-c3ccccc3)on2)OCc2cnnn2CCCC1=O	4
C[C@H](CO)N1C[C@H](C)[C@@H](CN(C)Cc2cccnc2)Oc2ncc(-c3cccc(C#N)c3)cc2C1=O	-1
Cc1ccc(-n2c(COc3ccccc3)nnc2SCC(=O)O)cc1	19
c1ccc2cc(C3OCC4(CCCC4)CO3)ccc2c1	-10
C[C@@H]1CN([C@H](C)CO)C(=O)c2cc(C#CC3CC3)cnc2O[C@H]1CN(C)S(C)(=O)=O	17
O=C(COC(=O)c1ccc(F)cc1F)Nc1ccc(S(=O)(=O)N2CCOCC2)cc1	5
O=C1OC(c2ccccc2)(c2ccccc2)c2ccsc21	2
CC1=C(C(=O)N(C)C)CC(CC(=O)NC(c2ccccc2)c2ccccc2)C(=O)N1Cc1ccc(F)cc1 (centres undefined)	-29
C[C@@H]1CN([C@@H](C)CO)C(=O)CCCn2nncc2CO[C@H]1CN(C)C(=O)c1ccc(N2CCN(C)CC2)cc1	4

Random excerpt: three compounds from above, in no set order.
SMILES	KCNH2 3.1 inh
O=C(Cn1sc2ccccc2c1=O)Nc1ccc(F)cc1	-23
Cc1ccc(-n2c(COc3ccccc3)nnc2SCC(=O)O)cc1	19
COc1cccc(CSC(C(=O)O)c2ccccc2)c1 (centres undefined)	-2

A run of entries of the results above:
SMILES	KCNH2 3.1 inh
C[C@H]1CN([C@@H](C)CO)C(=O)CCCn2nncc2CO[C@@H]1CN(C)S(=O)(=O)c1cn(C)cn1	9
O=C(Cn1sc2ccccc2c1=O)Nc1ccc(F)cc1	-23

The listing picks up, repeating the five entries before the break.
SMILES	KCNH2 3.1 inh
C[C@@H]1CN([C@H](C)CO)C(=O)c2cc(C#CC3CC3)cnc2O[C@H]1CN(C)S(C)(=O)=O	17
O=C(COC(=O)c1ccc(F)cc1F)Nc1ccc(S(=O)(=O)N2CCOCC2)cc1	5
O=C1OC(c2ccccc2)(c2ccccc2)c2ccsc21	2
CC1=C(C(=O)N(C)C)CC(CC(=O)NC(c2ccccc2)c2ccccc2)C(=O)N1Cc1ccc(F)cc1 (centres undefined)	-29
C[C@@H]1CN([C@@H](C)CO)C(=O)CCCn2nncc2CO[C@H]1CN(C)C(=O)c1ccc(N2CCN(C)CC2)cc1	4
O=C(Nc1ccc(C(=O)O)cc1)/C(=C\c1ccco1)NC(=O)c1ccc(Br)cc1	10
CS(=O)(=O)N(CCc1ccccc1)CC(=O)N1CCCCCC1	0
COc1ccc(CN(C)CCCn2ccc(NC(=O)OCc3ccccc3)nc2=O)cc1OC	-8
CCCNC(=O)N(C)C[C@@H]1Oc2cc(C#C[C@H](C)O)ccc2S(=O)(=O)N([C@H](C)CO)C[C@H]1C	13
CCCC1NC(=O)c2cc3ccccc3cc2-n2c1nc1cc(F)ccc1c2=O (centres undefined)	-28
C[C@H]1CN([C@@H](C)CO)C(=O)CCCn2cc(nn2)CO[C@@H]1CN(C)C(=O)c1cc(-c2ccccc2)on1	-10
CC(C)c1cc(C(=O)OCC(=O)NC2CC2)c(O)c(C(C)C)c1	7
CNC(=O)C[C@H]1C(=O)N(C2CCCCC2)C[C@@H]1CSC	1
C[C@@H]1CN([C@@H](C)CO)C(=O)c2cc(Br)cnc2O[C@@H]1CN(C)Cc1cncnc1	-1
C[C@@H]1CN([C@H](C)CO)C(=O)CCCn2nncc2CO[C@@H]1CN(C)C(=O)CCC(F)(F)F	-12
COc1ccc([C@H]2N[C@]3(CCCN(Cc4ccco4)C3=O)[C@H]3C(=O)N(C)C(=O)[C@@H]23)cc1	-6
C[C@H]1CN([C@@H](C)CO)C(=O)CCCn2nncc2CO[C@@H]1CN(C)S(=O)(=O)c1ccc(-n2cccn2)cc1	-9
C[C@H]1CN(c2ccccc2)C(=O)[C@@H]1CC(=O)Nc1ccc(Br)cc1	-4
Cc1ccc(C(=O)NCC(=O)Nc2ccccc2C)o1	12
Nn1c(SCC(=O)N2CCCC2)nnc1-c1cccs1	6
CC1(C)CC(=O)C=C(c2ccc(-c3cnc4ccccc4c3)cc2)C1=O	-10
COC(=O)c1ccc(CSc2ccccc2NC(=S)Nc2cccc(SC)c2)o1	4
COc1ccc(S(=O)(=O)N2CCOCC2)cc1NC(=O)C1CC(=O)N(c2ccc3c(c2)OCCO3)C1 (centres undefined)	13
Cc1cn([C@H]2C[C@H](O)[C@@H](CNC(=O)[C@H](N)Cc3cscn3)O2)c(=O)[nH]c1=O	27
CC(C)OC(=O)N(C)C[C@@H]1OCc2ccccc2-c2c(n(C)c3ccccc23)C(=O)N([C@@H](C)CO)C[C@H]1C	5
c1ccc2c(C3OCC4(CCCCC4)CO3)cccc2c1	0
CCOC(=O)c1cnc2cc(-c3ccc(C)cc3)nn2c1C	-27
CC[C@H](C)[C@H]1CNC(=S)N1CC1CCN(CCC(C)C)CC1	-4
C[C@@H]1CCCCO[C@H](CN(C)C(=O)Nc2ccc(F)cc2)[C@@H](C)CN([C@H](C)CO)C(=O)c2cc(N(C)C)ccc2O1	-1
O=C(O)c1ccccc1Cc1ccc(F)c2ccccc12	1

Following part.
SMILES	KCNH2 3.1 inh
C[C@H]1CN([C@@H](C)CO)C(=O)CCCn2nncc2CO[C@@H]1CN(C)C(=O)c1ccc2ccn(C)c2c1	10
C[C@@H]1CN([C@@H](C)CO)C(=O)CCCn2nncc2CO[C@H]1CN(C)C(=O)c1cc(-c2ccccc2)on1	-33
C[C@@H]1CN([C@@H](C)CO)C(=O)CCCn2nncc2CO[C@H]1CN(C)C(=O)C1CC1	9
Cc1cccc(N(CC(=O)N2CCCC2)S(C)(=O)=O)c1C	-8
O=c1c2ccccc2nnn1CCc1ccccc1	15
C[C@@H]1CN([C@@H](C)CO)S(=O)(=O)c2ccc(Br)cc2O[C@@H]1CN(C)C(=O)c1ccccn1	4
COc1ccc(S(=O)(=O)N2CCCOC2CNC(=O)C(=O)NCc2ccccc2C)cc1 (centres undefined)	-2
O=C(OCc1cn([C@@H]2CN(C(=O)C3CCCCC3)[C@@H](c3ccccc3)C[C@H]2O)nn1)c1ccccc1	-5
CCN(C1CCCCC1)S(=O)(=O)CCNC(=O)c1ccc(OC)cc1	19
COc1ccc2c(c1)CCO[C@]21O[C@H](CCO)C[C@H](O)[C@H]1O	4
COc1ccc(Cl)cc1S(=O)(=O)NC(C)c1cnn(-c2ccccn2)c1C (centres undefined)	0
C[C@H]1CN([C@@H](C)CO)C(=O)CCCn2nncc2CO[C@@H]1CN(C)S(=O)(=O)c1ccc2ccccc2c1	0
Cc1ccccc1S(=O)(=O)N(C)C[C@@H]1OCc2cnnn2CCCC(=O)N([C@H](C)CO)C[C@@H]1C	4
CCC[C@H]1CN(c2ccc(Br)cc2)C(=O)[C@@H]1CC(=O)Nc1ccccc1	-14
O=C(Cn1cc(C(F)(F)F)ccc1=O)Nc1ccc2c(c1)OCO2	7
CN(C)Cc1ccccc1CNC(=O)c1ccc(Cl)c(S(=O)(=O)NC2CC2)c1	12
Cc1cc(Cl)ccc1OCC(=O)OCC(=O)Nc1ccc(Cl)cn1	9
CC1CCN(C(=O)CSc2nnc(-c3ccco3)n2N)CC1	13
Cc1cc(OC(C)C(=O)NC2CC(C)(C)NC(C)(C)C2)c2c(C)c(C)c(=O)oc2c1 (centres undefined)	4
O=C(CSc1nnc(-c2cccnc2)o1)Nc1ccc(F)cc1	4
[O-][N+](=Cc1c(Cl)cccc1Cl)CC1(O)CCCCC1	-8
COc1ccc(Cc2nc3ccc(C(=O)NC4CCOC4)cc3o2)cc1OC (centres undefined)	11
CCc1cc(C(=O)OCC(=O)NCCc2ccccc2)sc1C	-5
Cc1cc2cc3n(c2nn1)N=C(Cl)CC3	0
C[C@@H]1CN([C@@H](C)CO)C(=O)CCCn2cc(nn2)CO[C@H]1CN(C)S(=O)(=O)c1cccc(F)c1	-4

Among those listed so far, these have a COOH group.
SMILES	KCNH2 3.1 inh
COc1cccc(CSC(C(=O)O)c2ccccc2)c1 (centres undefined)	-2
Cc1ccc(-n2c(COc3ccccc3)nnc2SCC(=O)O)cc1	19
O=C(Nc1ccc(C(=O)O)cc1)/C(=C\c1ccco1)NC(=O)c1ccc(Br)cc1	10
O=C(O)c1ccccc1Cc1ccc(F)c2ccccc12	1

Next section:
SMILES	KCNH2 3.1 inh
CN(C(=S)NC(=O)C1CCCC1)c1ccccc1	-3
CCn1c(=O)c2[nH]c(SC)nc2n(CC)c1=O	11
CCc1ccc(/C=C2\SC(=S)N(CCCC(=O)N(CCO)c3ccccc3)C2=O)cc1	-4
CCOc1ccc2oc(C(=O)Nc3ccc(C)cn3)c(C)c2c1	1
CCOC(=O)C1=C(C)NC(C)=C(C(=O)OCC)C1c1cccc([N+](=O)[O-])c1	-20
O=c1c2cc(C(F)(F)F)ccc2sn1-c1ccccc1	-22
Cc1cccc(C)c1NC(=O)CN1CCN(C(=O)CNC(=O)c2ccc(-c3ccccc3)cc2)CC1	1
C[C@@H]1CN([C@@H](C)CO)C(=O)CCCn2nncc2CO[C@H]1CN(C)S(=O)(=O)c1cccc(C#N)c1	5
CC(C)CC#Cc1ccc2c(c1)O[C@H](CN(C)C(=O)Nc1ccccc1)[C@@H](C)CN([C@H](C)CO)S2(=O)=O	-20
NS(=O)(=O)c1ccc(CCNC(=O)c2cccc(S(=O)(=O)N3CCc4ccccc43)c2)cc1	0
COC(=O)C1(C)CCCC2(C)c3cc(OC)ccc3C(=O)C(Br)C12 (centres undefined)	12
C[C@@H]1CN([C@H](C)CO)C(=O)c2cc(C#CC3CCCCC3)cnc2O[C@H]1CN(C)Cc1cccnc1	-6

Screens (PubChem)
